CF NFkB block = inhibitors of PAF-induced NF-kB signaling, primary screen, cell-based, GFP fluorescence, uHTS; inhibition, % at 5 µM; AID 588850, 2011; KKLEB NF-kB-GFP reporter, GFP fluorescence overnight; actives 0.86% (n = 360,000);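 active = at least 50% inhibition at 5 µM, scaled per plate between neutral and stimulator controls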;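 also: PAF is a Pseudomonas aeruginosa culture filtrate used as stimulus; plate controls were PAF-stimulated DMSO wells for no effect and unstimulated DMSO wells for full effect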
NR2E3 ag-1 = NR2E3 agonists in two-hybrid cells, primary screen, cell-based, luminescence, CHO-S, Gal4-NCOR/VP16-NR2E3; actives 0.35% (n = 360,000); Photoreceptor-specific nuclear receptor (Homo sapiens), Q9Y5X4; inhibition of corepressor binding, % at 3.98 µM; AID 602229, 2012; luciferase;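 active = inhibition above the mean of all tested compounds plus 3 SD, cut at about 70% in these data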;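 also: 0% = DMSO with NR2E3 transfected cells and 100% = cells lacking NR2E3 construct; higher means lower luciferase signal from less NR2E3 corepressor binding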
Target sequence (Q9Y5X4 whole entry, looked up, the tested form may be a part): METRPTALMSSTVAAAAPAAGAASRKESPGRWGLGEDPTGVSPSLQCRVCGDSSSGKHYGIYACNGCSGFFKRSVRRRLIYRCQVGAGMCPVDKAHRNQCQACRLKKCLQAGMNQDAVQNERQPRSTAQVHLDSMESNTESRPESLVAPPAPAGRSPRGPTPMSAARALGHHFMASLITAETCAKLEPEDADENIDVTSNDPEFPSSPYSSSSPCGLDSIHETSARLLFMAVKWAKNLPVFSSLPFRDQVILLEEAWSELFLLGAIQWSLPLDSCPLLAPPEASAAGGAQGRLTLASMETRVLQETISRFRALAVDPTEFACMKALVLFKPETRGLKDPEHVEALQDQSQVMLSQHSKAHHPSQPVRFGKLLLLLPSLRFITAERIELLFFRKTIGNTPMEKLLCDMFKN
MITF TRPM1 inh = inhibitors of MITF-dependent TRPM1 promoter reporter, primary screen, cell-based, SK-MEL-5, single point, luciferase; SK-MEL-5 TRPM1 promoter luciferase, 24 h; inhibition, % at 12.5 µM; actives 0.83% (n = 330,000); AID 488899, 2010;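 active = mean inhibition across replicates of 60% or more, whatever share of single replicates reaches that level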; also: values of inactives mirror those of a sister screen read the other way
TWEAK-Fn14 inh = inhibitors of TWEAK-Fn14 signaling, primary screen, luciferase reporter cells, uHTS. TWEAK-stimulated Fn14 reporter cells, luciferase luminescence, 8 h. inhibition, % at 10 µM. actives 2% (n = 360,000); in the data active = inhibition above about 50%
NR2E3 ag-2 = inhibitors of NR2E3-RetCOR corepressor binding, primary screen, NR2E3 agonist project, biochemical, TR-FRET, GST-NR2E3, biotin-RetCOR; Photoreceptor-specific nuclear receptor (Homo sapiens), Q9Y5X4; 1536-well; actives 0.12% (n = 320,000); AID 2300, 2010; inhibition of corepressor binding, % at 4.78 µM;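 active = percent inhibition above the cutoff of mean plus 3 SD of all tested compounds, set per screening campaign, cut at about 20% in these data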;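 also: 0% = DMSO wells and 100% = biotin wells as full block of FRET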
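Material: NR2E3–RetCOR corepressor complex / Incubation: Compound–protein incubation for 5 h at 4 °C / Dosing: compound at 4.8 µM, single dose / Detection: time-resolved FRET / Benchmarks: high control biotin, low control 0.6% DMSO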
TRAIL sens C8 = viability loss with TRAIL in NB7+C8 cells, primary screen, TRAIL sensitizer project, cell-based, ATPlite luminescence; inhibition (viability loss, TRAIL sensitization), % at 10 µM; actives 1% (n = 360,000);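 active = compounds causing at least 50% loss of cell viability in the single-dose screen, relative to plate controls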
KKLEB cytotox = cytotoxicity in KKLEB CF airway cells, primary screen, cytotoxicity control for CF NF-kB inhibitor project, cell-based, uHTS, fluorescence assay plates; KKLEB CF airway cells viability, ATPlite luminescence, overnight; hits give low values; cells stimulated with P. aeruginosa culture filtrate; activity change (cytotoxicity), % at 5 µM; AID 602141, 2011; actives 0.36% (n = 360,000);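 active = corrected activity change at or below -50% at 5 µM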
HIF-2a block = HIF-2a reporter inhibitors, primary screen, luminescence, 786-0 RCC cells. 786-0 RCC cells HIF-2a reporter, luciferase luminescence, overnight. inhibition, % at 18.8 µM. actives 0.72% (n = 360,000);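 active = inhibition of the luminescence signal of 40% or more relative to plate controls, in a single-dose primary screen at 18.75 µM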
Peg3 promoter = Peg3 promoter-driven luciferase inhibitors, primary screen, cell-based, HeLa, luciferase luminescence. HeLa PEG-Prom luciferase reporter, overnight. inhibition, % at 20 µM. actives 1.7% (n = 360,000). AID 588405, 2011;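 active = inhibition of at least 50% at 20 µM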
TROY signal inh = inhibitors of TROY-driven NF-kB signaling, primary screen, Q293 LMP1-TROYcd cells, NF-kB luciferase, uHTS. inhibition, % at 10 µM. Q293 LMP1-TROYcd NF-kB luciferase reporter, 4 h. actives 0.98% (n = 360,000);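 active = compounds whose plate-normalised and pattern-corrected inhibition of the luciferase reporter signal at the single screening dose is 50% or more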
Shn3 inh set2 = reduction of Shn3 3'UTR firefly luciferase signal, primary screen, Schnurri-3 inhibitor project, cell-based, Clone20 osteoblasts, set 2 | AID 588674, 2011 | actives 0.52% (n = 360,000) | inhibition, % at 12.5 µM | Clone20 osteoblast Shn3 3'UTR firefly luciferase, 24 h;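 active = mean inhibition of at least 75% with every replicate also reaching 75%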;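 also: 0% = median of neutral control wells and 100% = pilot-screen positive control compound; some compounds past the cut are filed as inactive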
* hit, by the source's call.

Screening O=C(O)CCC(=O)N1N=C(c2cccs2)CC1c1cn(-c2ccccc2)nc1-c1ccccc1 (stereo not drawn) returned CF NFkB block -3, NR2E3 ag-1 1, MITF TRPM1 inh 4, TWEAK-Fn14 inh 30, NR2E3 ag-2 -2, TRAIL sens C8 -7, KKLEB cytotox 0, HIF-2a block -9, Peg3 promoter 7, TROY signal inh -20 and Shn3 inh set2 -2.
Screening CCN(CC)c1ncnc2c1ncn2[C@H]1CN(Cc2ccccc2)C[C@@H](CO)O1 returned CF NFkB block 20, NR2E3 ag-1 -14, TWEAK-Fn14 inh -18, TRAIL sens C8 6, KKLEB cytotox -6, HIF-2a block 13, Peg3 promoter 5, TROY signal inh -15 and Shn3 inh set2 -17.
CC1=C(C(=O)N2CCOCC2)C(c2cccc3ccccc23)NC(=S)N1 (stereo not drawn) was read as CF NFkB block -13, NR2E3 ag-1 2, MITF TRPM1 inh 11, TWEAK-Fn14 inh 5, NR2E3 ag-2 -1, TRAIL sens C8 -10, KKLEB cytotox 8, HIF-2a block 14, Peg3 promoter 8, TROY signal inh 2 and Shn3 inh set2 5.
For COC(=O)c1ccccc1NC(=O)c1cccs1 the results were CF NFkB block -23, NR2E3 ag-1 3, MITF TRPM1 inh 4, TWEAK-Fn14 inh -6, NR2E3 ag-2 2, TRAIL sens C8 6, KKLEB cytotox 8, HIF-2a block -5, Peg3 promoter 3, TROY signal inh 5 and Shn3 inh set2 -1.
O=S(=O)(c1ccc(SCCOc2ccccc2Cl)nc1)N1CCCC1 was read as CF NFkB block 29, NR2E3 ag-1 3, MITF TRPM1 inh -4, TWEAK-Fn14 inh 15, NR2E3 ag-2 2, TRAIL sens C8 6, KKLEB cytotox -13, HIF-2a block -4, Peg3 promoter 22, TROY signal inh 13 and Shn3 inh set2 -3.
Screening CCc1cc(C(=O)c2ccccc2)c(N)s1 returned CF NFkB block 2, NR2E3 ag-1 6, MITF TRPM1 inh 3, TWEAK-Fn14 inh -1, NR2E3 ag-2 1, TRAIL sens C8 -8, KKLEB cytotox 12, HIF-2a block 8, Peg3 promoter 22, TROY signal inh 5 and Shn3 inh set2 12.
Screening CC(=O)c1c(C)[nH]c(C(=O)CSc2nnc(-c3ccccc3)o2)c1C returned CF NFkB block 6, NR2E3 ag-1 15, MITF TRPM1 inh 12, TWEAK-Fn14 inh 96*, NR2E3 ag-2 4, TRAIL sens C8 40, KKLEB cytotox -2, HIF-2a block -3, Peg3 promoter 12, TROY signal inh 22 and Shn3 inh set2 74.
COc1ccc(CNC(=O)C[C@H]2C[C@H](C(=O)N3CCCCC3)[C@@]3(C)c4[nH]c5cc(CCC(=O)N(C)C)ccc5c4CCN3C2=O)cc1OC was read as CF NFkB block -15, NR2E3 ag-1 5, MITF TRPM1 inh -2, TWEAK-Fn14 inh -8, TRAIL sens C8 0, KKLEB cytotox -1, HIF-2a block -6, Peg3 promoter -11, TROY signal inh -12 and Shn3 inh set2 5.
Screening O=C(Nc1ccc(Br)cc1)C1CCCN(S(=O)(=O)c2cccnc2)C1 (stereo not drawn) returned CF NFkB block 0, NR2E3 ag-1 -24, MITF TRPM1 inh -1, TWEAK-Fn14 inh 4, NR2E3 ag-2 -2, TRAIL sens C8 37, KKLEB cytotox 0, HIF-2a block 21, Peg3 promoter 18, TROY signal inh -4 and Shn3 inh set2 19.
`CN(C)S(=O)(=O)c1ccc(C(=O)Nc2nnc(-c3ccc4c(c3)CCCC4)o2)cc1` gave CF NFkB block -31, NR2E3 ag-1 0, MITF TRPM1 inh 17, TWEAK-Fn14 inh -41, NR2E3 ag-2 0, TRAIL sens C8 11, KKLEB cytotox -7, HIF-2a block 4, Peg3 promoter 19, TROY signal inh 0 and Shn3 inh set2 47.
For O=C1NC[C@@H](CCCCN2CCN(CCc3ccccc3)C(=O)C2=O)N(CCC2CCCCC2)C1=O the results were NR2E3 ag-1 -6, TWEAK-Fn14 inh 13, TRAIL sens C8 -4, HIF-2a block -5 and TROY signal inh -8.
`Cc1cccnc1NC(=O)Nc1ccc(Cl)cc1` gave CF NFkB block 0, NR2E3 ag-1 -98, MITF TRPM1 inh -36, TWEAK-Fn14 inh -11, NR2E3 ag-2 -1, TRAIL sens C8 -3, KKLEB cytotox -8, HIF-2a block -245, Peg3 promoter -268, TROY signal inh -30 and Shn3 inh set2 -22.
Screening COc1ccccc1NC(=O)c1sc2ncn(Cc3ccccc3C)c(=O)c2c1C returned CF NFkB block 11, NR2E3 ag-1 22, MITF TRPM1 inh 13, TWEAK-Fn14 inh -17, NR2E3 ag-2 6, TRAIL sens C8 -8, KKLEB cytotox -10, HIF-2a block 2, Peg3 promoter 3, TROY signal inh 7 and Shn3 inh set2 6.
For COCCn1c(SCCOc2ccccc2)nc2ccccc2c1=O the results were CF NFkB block -18, NR2E3 ag-1 17, MITF TRPM1 inh -3, TWEAK-Fn14 inh 15, NR2E3 ag-2 -1, TRAIL sens C8 -4, KKLEB cytotox 9, HIF-2a block 8, Peg3 promoter 14, TROY signal inh -2 and Shn3 inh set2 15.
CCOc1ccc(S(=O)(=O)NC2CCCC2)cc1 was read as CF NFkB block -12, NR2E3 ag-1 -25, MITF TRPM1 inh -5, TWEAK-Fn14 inh -7, NR2E3 ag-2 0, TRAIL sens C8 4, KKLEB cytotox -2, HIF-2a block 9, Peg3 promoter 12, TROY signal inh 8 and Shn3 inh set2 -7.
Screening CCn1c(N)cc(=O)[nH]c1=S returned CF NFkB block -4, NR2E3 ag-1 18, MITF TRPM1 inh -8, TWEAK-Fn14 inh -10, TRAIL sens C8 5, KKLEB cytotox -11, HIF-2a block 10, Peg3 promoter -11, TROY signal inh 6 and Shn3 inh set2 -4.
Fc1cccc(Cc2noc(CN3CCCN(C4Cc5ccccc5C4)CC3)n2)c1 was read as CF NFkB block 1, NR2E3 ag-1 -7, MITF TRPM1 inh 6, TWEAK-Fn14 inh 15, NR2E3 ag-2 2, TRAIL sens C8 8, KKLEB cytotox -1, HIF-2a block 14, Peg3 promoter 2, TROY signal inh 28 and Shn3 inh set2 1.
Screening Cc1cccc(NC(=O)CSCC(=O)Nc2ccccc2N2CCCC2)c1 returned CF NFkB block -5, NR2E3 ag-1 15, MITF TRPM1 inh 9, TWEAK-Fn14 inh -18, NR2E3 ag-2 -2, TRAIL sens C8 2, KKLEB cytotox 9, HIF-2a block 13, Peg3 promoter 19, TROY signal inh -23 and Shn3 inh set2 20.
Screening COc1cc(-c2nc(S(=O)(=O)c3ccccc3)c(N3CCOCC3)o2)cc(OC)c1OC returned CF NFkB block -12, NR2E3 ag-1 16, MITF TRPM1 inh 3, TWEAK-Fn14 inh -10, NR2E3 ag-2 4, TRAIL sens C8 16, KKLEB cytotox 1, HIF-2a block 17, Peg3 promoter 16, TROY signal inh -7 and Shn3 inh set2 -10.
`Cc1cc(-c2ccc(C(C)C)c(S(=O)(=O)NCCN3CCC(C)CC3)c2)on1` gave CF NFkB block -1, NR2E3 ag-1 -4, MITF TRPM1 inh 1, TWEAK-Fn14 inh -8, NR2E3 ag-2 0, TRAIL sens C8 1, KKLEB cytotox -9, HIF-2a block 12, Peg3 promoter 12, TROY signal inh -22 and Shn3 inh set2 -8.
Screening CCN=C1SC(CC(=O)NC(C)c2ccccc2)C(=O)N1CC (stereo not drawn) returned CF NFkB block 0, NR2E3 ag-1 -9, MITF TRPM1 inh -2, TWEAK-Fn14 inh -1, NR2E3 ag-2 2, TRAIL sens C8 1, KKLEB cytotox 5, HIF-2a block 9, Peg3 promoter -1, TROY signal inh -20 and Shn3 inh set2 7.
For CCn1c(=O)cc(OCC(=O)O)c2ccccc21 the results were CF NFkB block -4, NR2E3 ag-1 15, MITF TRPM1 inh 5, TWEAK-Fn14 inh 8, NR2E3 ag-2 -1, TRAIL sens C8 1, KKLEB cytotox -1, HIF-2a block 6, Peg3 promoter -6, TROY signal inh 1 and Shn3 inh set2 7.
`O=C(O)CCCCCN1C(=O)C(O)=C(C(=O)/C=C/c2ccccc2)C1c1ccccc1[N+](=O)[O-]` (stereo not drawn) gave CF NFkB block -12, NR2E3 ag-1 -46, MITF TRPM1 inh 26, TWEAK-Fn14 inh -3, NR2E3 ag-2 5, TRAIL sens C8 9, KKLEB cytotox 14, HIF-2a block -93, Peg3 promoter -77, TROY signal inh -41 and Shn3 inh set2 -1.
`Cc1ccc(C(=O)NCC(=O)NCC(=O)OCc2ccc(Cl)cc2)cc1` gave CF NFkB block -30, NR2E3 ag-1 16, MITF TRPM1 inh 1, TWEAK-Fn14 inh -2, NR2E3 ag-2 2, TRAIL sens C8 2, KKLEB cytotox 5, HIF-2a block 1, Peg3 promoter 12, TROY signal inh -19 and Shn3 inh set2 12.
For COc1ccc(C2c3ccc(O)cc3Oc3ncn(CCCO)c(=N)c32)cc1OC (stereo not drawn) the results were CF NFkB block 7, NR2E3 ag-1 11, MITF TRPM1 inh 7, TWEAK-Fn14 inh -8, NR2E3 ag-2 3, TRAIL sens C8 -1, KKLEB cytotox 0, HIF-2a block 14, Peg3 promoter -4, TROY signal inh -13 and Shn3 inh set2 -9.
Screening Cn1nc(C(=O)Nc2cccc(C(F)(F)F)c2)c2ccccc2c1=O returned CF NFkB block -32, NR2E3 ag-1 -2, MITF TRPM1 inh 6, TWEAK-Fn14 inh -8, NR2E3 ag-2 2, TRAIL sens C8 4, KKLEB cytotox 6, HIF-2a block -26, Peg3 promoter 9, TROY signal inh -19 and Shn3 inh set2 1.
`COc1ccc(-n2nc3c(N4CCC(C(=O)N5CCCCCC5)CC4)nnc(C)c3c2C)cc1` gave CF NFkB block -6, NR2E3 ag-1 -14, MITF TRPM1 inh 11, TWEAK-Fn14 inh -22, NR2E3 ag-2 2, TRAIL sens C8 22, KKLEB cytotox 0, HIF-2a block 10, Peg3 promoter 9, TROY signal inh 11 and Shn3 inh set2 -3.
`Cc1c(Cl)cccc1NC(=O)CNC(=O)Cc1c[nH]c2ccccc12` gave CF NFkB block 13, NR2E3 ag-1 -6, MITF TRPM1 inh 30, TWEAK-Fn14 inh 1, NR2E3 ag-2 3, TRAIL sens C8 -22, KKLEB cytotox -12, HIF-2a block 1, Peg3 promoter 0, TROY signal inh -3 and Shn3 inh set2 3.

Screening data: PubChem, several laboratories

These rows are one share of the data; count on the stated rates, not on these rows.
